Bioassay records as filed in PubChem.
RORgamma inh: qHTS for inhibitors of ROR gamma transcriptional activity | Nuclear receptor ROR-gamma (Mus musculus), P51450 | Drosophila S2 Gal4-RORgamma UAS-luciferase reporter, 20 h | Potency, µM (series often up to 53.6 µM), for the others: at the highest dose activity change, negative = inhibition, usual class: inhibitors | 5.4% of 310,000 active | AID 2551, 2010; further: on the % scale 0 is the no-effect control and ±100 the full control effect; nearly all actives have a fitted effect of over 60% in size
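Luciferase reporter read in Schneider cells carrying Gal4-RORγ (mouse) and UAS-Photinus luciferase; cells given compound 1 h before 700 uM copper sulfate induction, then incubated 20 h at ambient temperature.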
FLuc modulator: qHTS profiling assay for firefly luciferase inhibitor/activator using purifed enzyme and Km concentrations of substrates (counterscreen for miR-21 project) | Luciferin 4-monooxygenase (Photinus pyralis), P08659 | Potency, µM (top dose mostly 57.5 µM), inactives show at the top dose activity change, negative = inhibition, usual class: inhibitors | AID 588342, 2011 | 6.9% of 360,000 active | purified FLuc, Km substrates, luminescence inhibition;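 further: plate controls were vehicle for no effect and reference inhibitor for full effect; nearly all actives have a fitted effect of over 55% in size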
Target sequence (P08659 whole entry, looked up): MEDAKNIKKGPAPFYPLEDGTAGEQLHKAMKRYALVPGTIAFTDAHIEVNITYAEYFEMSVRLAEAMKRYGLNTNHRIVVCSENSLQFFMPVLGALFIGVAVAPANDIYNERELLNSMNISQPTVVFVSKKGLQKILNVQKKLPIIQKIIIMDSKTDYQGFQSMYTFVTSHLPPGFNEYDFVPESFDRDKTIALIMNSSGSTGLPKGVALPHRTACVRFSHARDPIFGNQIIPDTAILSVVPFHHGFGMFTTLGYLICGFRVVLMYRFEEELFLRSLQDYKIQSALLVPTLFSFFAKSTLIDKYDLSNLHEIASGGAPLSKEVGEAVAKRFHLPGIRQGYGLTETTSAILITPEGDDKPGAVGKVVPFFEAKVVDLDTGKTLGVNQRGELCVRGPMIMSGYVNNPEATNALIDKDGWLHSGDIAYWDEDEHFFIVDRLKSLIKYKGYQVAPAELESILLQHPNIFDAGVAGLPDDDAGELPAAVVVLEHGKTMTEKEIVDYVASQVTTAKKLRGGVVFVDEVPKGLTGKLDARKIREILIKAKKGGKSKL
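Purified P. pyralis luciferase (10nM final) with 10uM D-luciferin and 10uM ATP (Km levels) in 50mM Tris acetate pH 7.5, 10mM Mg acetate, 0.01% Tween-20, 0.05% BSA; qHTS 6-point titration, ~60 µM downward; luminescence read.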
BRCA1 expr act: qHTS Assay to Identify Small Molecule Activators of BRCA1 Expression | MCF7-BRCA1-FFLuc reporter, luminescence, 48 h; response scale: scaled: vehicle 0%, 10 µM genistein 100% | Potency, µM (titrated, usually from 46.1 µM), for inactives: at the highest dose activation, usual class: activators | 1.1% of 380,000 active; further: nearly all actives have a fitted effect of over 80% in size; some results filed as inactive show a strong effect at the top dose
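Cells: MCF7-BRCA1-FFLuc, 2000/well. Exposure: 48 h, 37 °C, 5% CO2. Read: luminescence, 15 min post-substrate. Controls: genistein 10 microM (maximal activation), DMSO (neutral).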
Gal4-VP16 FLuc: VP16 counterscreen qHTS for inhibitors of ROR gamma transcriptional activity | Potency, µM (doses to about 53.6 µM), inactives show at the highest dose activity, negative = inhibition, actives largely listed as inhibitors | Drosophila S2 Gal4-VP16 UAS-luciferase, luminescence, 20 h | AID 2546, 2010 | 3.5% of 310,000 active;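 further: Gal4-VP16 expression switched on by copper sulfate through the metallothionein promoter; on the % scale 0 is the no-effect control and ±100 the full control effect; nearly all actives have a fitted effect of over 50% in size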
NPC1 promoter act: qHTS Assay for NPC1 Promoter Activators | Huh7 NPC1 promoter luciferase reporter, 24 h | Potency, µM (titrated, usually from 9.22 µM), for the others: top-dose activation, most hits filed as activators | 2.4% of 320,000 active;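 further: % of control where 0% means no effect; nearly all actives have a fitted effect of over 60% in size; reporter is driven by a mutant NPC1 promoter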
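Compounds in DMSO were transferred onto Huh7 NPC1-luciferase reporter cells pre-incubated 2 h; after 24 h at 37 °C, Amplite reagent was dispensed and luminescence recorded 10 min later.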
Rab9 prom act: qHTS Assay for Rab9 Promoter Activators; Huh7 Rab9 promoter-luciferase reporter, luminescence, 24 h; Potency, µM (titrated, usually from 9.22 µM), without a hit: top-dose activation, negative = inhibition, hits mostly activators; 2.8% of 320,000 active; further: % of control where 0% means no effect; nearly all actives have a fitted effect of over 60% in size
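Luminescence read-out: Huh7 cells stably expressing Rab9-luciferase, treated 24 h with compound at 37 °C, then lysed with luciferase reagent for 10 min at ambient before reading.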
ELG1 genotox: qHTS screen for small molecules that induce genotoxicity in human embryonic kidney (HEK293T) cells expressing luciferase-tagged ELG1; Potency, µM (doses to about 46 µM), for inactives: at the top dose activity change, positive = activation, most hits filed as activators; HEK293T ELG1-luciferase reporter, luminescence, 16 h; 1.3% of 330,000 active; further: % of control where 0% means no effect; nearly all actives have a fitted effect of over 60% in size
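Cells (2,000/well) expressing the ELG1-luciferase fusion are dosed by pin tool and kept 16 hr at 37 °C, 5% CO2. Signal comes from ONE-Glo luciferase reagent after 30 min at room temperature.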
p53 reactivation: qHTS assay for re-activators of p53 using a Luc reporter. H1299 p53-A138V BP100-luciferase reporter, luminescence, 24 h. Potency, µM (series often up to 92.2 µM), inactives show top-dose activity change, positive = activation, usual class: activators. 0.063% of 320,000 active. AID 504706, 2011; further: % of control where 0% means no effect; nearly all actives have a fitted effect of over 45% in size
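H1299 (p53-null), stable ts p53-A138V + BP100-Luc; 1000 cells/well, Opti-MEM/10% FBS; cpd 4 pt, 1:5; 24 h, 37 deg C, 5% CO2; detection reagent 10 min RT; luminescence.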
MBNL1-CUG inh: qHTS Assay for Inhibitors of MBNL1-poly(CUG) RNA binding. Muscleblind-like protein 1 (Homo sapiens), Q9NR56. TR-FRET MBNL1-His/biotin-(CUG)12 binding, 665/545 ratio. Potency, µM (series often up to 57.5 µM), for inactives: at the top dose activity change, negative = inhibition, actives largely listed as inhibitors. 0.036% of 280,000 active. AID 2675, 2010; active means well fitted inhibition curve with a large enough effect in the signal ratio, with a control signal flat, not every such curve was filed as active; inconclusive means small, poorly fitted or top-dose-only effect, or effect the other way, or a change in a side signal; inactive means no such curve, though single readings can be large or run the other way; the % refers to the signal ratio; further: on the % scale 0 is the no-effect control and ±100 the full control effect
Target sequence (Q9NR56 whole entry, looked up): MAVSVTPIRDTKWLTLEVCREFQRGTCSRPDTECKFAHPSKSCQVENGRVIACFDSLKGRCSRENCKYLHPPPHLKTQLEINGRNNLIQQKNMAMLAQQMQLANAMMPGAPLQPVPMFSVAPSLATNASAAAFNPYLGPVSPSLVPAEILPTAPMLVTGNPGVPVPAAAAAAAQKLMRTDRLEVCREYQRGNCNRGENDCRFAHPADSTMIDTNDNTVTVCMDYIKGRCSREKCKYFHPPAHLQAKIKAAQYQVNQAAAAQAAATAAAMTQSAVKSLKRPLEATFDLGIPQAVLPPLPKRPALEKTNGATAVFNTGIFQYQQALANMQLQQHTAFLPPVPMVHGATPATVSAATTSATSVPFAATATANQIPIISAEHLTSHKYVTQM
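Compound titration spanned 92 nM–58 uM against the MBNL1-His/biotin-(CUG)12 complex. After 60 min at room temperature with 5 nM streptavidin-XL665 and 0.055 ng/ul terbium anti-His, ratiometric 665/545 nm emission (Ex 340 nm) normalized to controls.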
uPA surface inh: qHTS for Inhibitors of Cell Surface uPA Generation. cell surface uPA generation assay, qHTS. Potency, µM (doses to about 38.3 µM), inactives show top-dose activity change, negative = inhibition, usual class: inhibitors. 0.31% of 330,000 active; active means well fitted inhibition curve with a large enough effect; inconclusive means small, poorly fitted or top-dose-only effect; inactive means no such curve, though single readings can be large or run the other way; tested in mouse RAW 264.7 cells; further: on the % scale 0 is the no-effect control and ±100 the full control effect; nearly all actives have a fitted effect of over 55% in size
* = called active by the depositor; ? = inconclusive; / = not tested or not shown; & = joins results of further samples; [ ] = dose if it differs, or a comment. Unless noted, the call rests on the fitted dose curve; in most records, active means well fitted curve in the direction sought with a large enough effect; inconclusive means small, poorly fitted or top-dose-only effect, or another doubt; inactive means no such curve, though single readings can be large; an effect the other way counts as inactive or inconclusive. Potency means the concentration at half of the fitted maximal effect.

SMILES | RORgamma inh | FLuc modulator | BRCA1 expr act | Gal4-VP16 FLuc | NPC1 promoter act | Rab9 prom act | ELG1 genotox | p53 reactivation | MBNL1-CUG inh | uPA surface inh
C=CCn1c(N)c(C(=O)N2CCN(C)CC2)sc1=S | -15% | 0% | 0% | 4% | -1% | -6% | -1% | -6% | 20% | 3%
O=C(c1ccc(OC2CCN(C/C=C/c3ccc(F)cc3)CC2)cc1)N1CCCC1 | -8% | 3% | -26% | 5% | -1% | 0% | -7% | -4% | -6% | -8%
Cc1cccc(-n2ncc3c(NCCN4CCOCC4)ncnc32)c1 | 0% | ? | ? | 8% | 26% | 29% | 0% | 12% | 76%[activator] | -2%
NC(=O)c1ccccc1NC(=O)Nc1cccc(Cl)c1Cl | 17% | -12% | 3% | -9% | 0% | -3% | 5% | 5% | / | -6%
Cc1ccc(OCC(=O)N2CCN(C3=NS(=O)(=O)c4ccccc43)CC2)cc1 | 3% | 1% | 7% | 2% | 1% | -3% | 0% | 6% | -5% | /
Cc1ccccc1NC(=S)N1CCCC1 | -33% | 0% | -2% | -5% | -2% | -7% | -1% | 12% | -1% | 5%
Cc1ccc2nc(NCCc3ccccc3)c3nncn3c2c1 | 7% | -12%&4% | 58% | 0% | ? | ? | ? | 11% | 9% | -12%
COc1cccc(OCc2cc(C(=O)NC3CCOCC3)no2)c1 | -2% | 24µM* | ? | 19% | ? | ? | ? | ? | -3% | 7%
N#Cc1cc([N+](=O)[O-])ccc1Oc1cccc(/C=N/NC(=O)c2ccc(Cl)cc2)c1 | 3% | ? | -22% | 14% | -4% | -6% | -4% | 3% | 8% | -3%
CCCCNC(=O)CCNC(=O)c1ccc(C(C)(C)C)cc1 | 42% | 2% | -15% | -7% | 1% | -2% | 2% | -1% | -6% | -1%
CCOc1ccc(C2=CS/C(=C(\C#N)c3nnc4n3CCCCC4)N2CC)cc1 | 18% | -2% | -32% | -6% | 7% | -2% | -31%[inhibitor] | -24% | 8% | -9%
COC(=O)Cn1cc(C(=O)OC)cc(Br)c1=O | -17%[10 µM] | 4% | 34% | -1% | 1% | -10% | 1% | -2% | 8% | 0%
Cc1ccc2nc(C)c(C(=O)N/N=C/c3ccccc3[N+](=O)[O-])cc2c1 | ? | 6.7µM* | -8% | -24% | 5% | 11% | 8% | 23% | / | -3%
Cc1cc(N2C(=O)C(O)=C(C(=O)c3ccco3)C2c2cccc(Oc3ccccc3)c2)no1 (stereo unspecified) | -8% | -1% | 13% | -16% | -2% | 5% | 1% | 8% | 15% | -2%
CCn1c(SCC(=O)OC)nc2sc3c(c2c1=O)CCC3 | -34% | -2% | 22% | -5% | -4% | -2% | 3% | 4% | -5% | -6%
CCCc1cc(=O)c2ccc(OCC(C)=O)cc2o1 | 7% | -3% | -6% | 2% | -2% | -1% | 1% | 5% | -17% | 13%
Cc1nc2ccc(S(=O)(=O)Nc3cc(-c4nc5cccnc5s4)ccc3C)cc2s1 | -3% | 19µM* | -17% | 3% | -5% | 2% | ? | ? | 75%[activator] | ?
CCN1CC(CN(C)Cc2nc(COc3ccccc3)no2)CC1=O (stereo unspecified) | -2% | 0% | -11% | -13% | 0% | -5% | -1% | 2% | -10% | -1%
CCOC(=O)C(C)(C)Oc1ccc(Cl)cc1 | -4%[10 µM] | -1% | 3%&18% | 4%&-5%&0% | 3%[46.1 µM] | -1%[46.1 µM] | -5% | -4% | / | 5%
Cc1ccc(C2NC(=O)c3c(sc4c3CCN(C)C4)N2)o1 (stereo unspecified) | -6% | -16% | -14% | -3% | 5% | -1% | 0% | 5% | ? | -2%
O=C(Cc1ccc(Br)cc1)N1CCN(c2ccc(F)cc2)CC1 | ? | 2% | -5% | 18% | -2% | -1% | -3% | 0% | -9% | 0%
COc1ccc(OC)c2sc(N(CCCN(C)C)C(=O)c3ccc(S(=O)(=O)N4CCc5ccccc5C4)cc3)nc12 | / | 0% | / | / | -39%[inhibitor] | -50%[inhibitor] | ? | 25% | / | /
O=C(CS(=O)CC(=O)N(c1ccccc1)C(C(=O)NC1CCCC1)c1cccs1)Nc1ccc(F)cc1 (stereo unspecified) | -21% | -2% | -3% | 17% | -2% | -1% | 2% | 3% | 3% | -2%
Cc1cc(OCC(=O)N2CCN(c3ncccn3)CC2)ccc1Cl | 3% | -1% | 3% | -1% | 1% | 5% | 8% | -10% | -5% | 2%
O=c1nc2ccccc2c2n1CC(CN1CCN(c3ccccc3F)CC1)N2 (stereo unspecified) | -12% | -3% | -11% | 2% | -2% | -10% | -4% | -4% | 4% | 3%
C[C@H]1CN([C@@H](C)CO)C(=O)c2cccc(NS(=O)(=O)c3ccc(F)cc3)c2O[C@H]1CN(C)Cc1ccc(Cl)c(Cl)c1 | / | / | 0% | / | / | / | -8% | 3% | / | ?
O=C(COC(=O)c1ccc(Cl)c(S(=O)(=O)N2CCOCC2)c1)Nc1ccc2[nH]c(=O)[nH]c2c1 | / | 5% | -4% | / | 1% | 13% | 0% | 2% | / | -2%
COc1ccccc1-n1nnnc1SCc1cc2c(cc1Br)OCO2 | 25% | 1% | -32% | -6% | 0% | -3% | -8% | -9% | 6% | -1%
CC(C)OC(=O)c1ccc(NC(=S)NC(=O)c2cncc(Br)c2)cc1 | 2.2µM* | -11% | 2% | 2.8µM* | -1% | -5% | 0% | 12% | 9% | 2%
Cc1cc2ccccn2c1C(=O)c1ccc([N+](=O)[O-])cc1[N+](=O)[O-] | -16% | 21% | 0% | 2% | -6% | 0% | -12% | 12% | ? | 2%
CCCS(=O)(=O)c1nc(S(=O)(=O)c2ccc(C)cc2)c(NCCCn2ccnc2)s1 | -4% | 1% | -17% | 1% | -4% | -4% | 0% | 15% | -2% | 3%
COc1ccc(C(=O)NCC(=O)OCC(=O)NC2CCCC2)cc1 | -16% | -4% | 0% | 3% | -4% | -1% | -1% | 0% | -2% | 4%
O=C(CCCCCn1c(SCC(=O)c2ccccc2)nc2ccccc2c1=O)NCc1ccco1 | 0% | 1% | -8%[1.84 µM] | -19% | -6% | -1% | 1% | 4% | 5% | -5%
Cn1c(N)c(C(=O)COC(=O)c2ccc(OC(F)F)cc2)c(=O)n(C)c1=O | / | -3% | -8% | / | -2% | 1% | -3% | -11% | / | 20%
O=C(COC(=O)c1ccc(Cl)cc1[N+](=O)[O-])NCc1ccco1 | / | / | -2% | / | / | / | -1% | 5% | / | -10%
CN1CCN(CCC(=O)N/N=C/c2ccccn2)CC1 | ? | -1% | -2% | 0% | 1% | 5% | 1% | 12% | -6% | -2%
Cc1cc(C)c(S(=O)(=O)Nc2c(C)[nH]c(=O)[nH]c2=O)c(C)c1 | ? | 2% | -3% | -8% | 3% | 0% | 0% | -14% | -12% | ?
CC(=O)NNc1cc(N2CCOCC2)nc(N2CCOCC2)n1 | 14% | 0% | 3% | -10% | 1% | -16% | 4% | -2% | 2% | 0%
CCOC(=O)C1=C(C)N(C)C(=S)NC1c1ccc(Cl)cc1Cl (stereo unspecified) | 7.1µM* | 4% | -42% | 7.9µM* | -4% | -8% | -5% | -9% | -12% | -13%
O=C(O)C(C/C(=N/O)c1ccc(Br)cc1)P(=O)(c1ccccc1)c1ccccc1 (stereo unspecified) | 7% | 0% | 0% | -2% | -5% | 0% | 0% | -2% | -2% | -2%
Cc1ccccc1Cn1c(CN2CCc3ccccc3C2)nc2c1c(=O)n(C)c(=O)n2C | -1% | 6% | -50% | -13% | -4% | -1% | -4% | -17% | -4% | ?
CC(C)n1cnc2c(NCc3ccc(S(N)(=O)=O)cc3)nc(NCc3ccc(S(N)(=O)=O)cc3)nc21 | -1% | 3% | 12% | -14% | ? | 1% | 2% | -1% | -24% | 5%
CC(=O)COc1ccc(-c2csnn2)cc1 | 11% | -14% | 82% | 23% | 15% | 26% | 14% | 3% | -8% | -7%

The order is random, and some 13% of all compounds hit somewhere here.
